Screens (PubChem BioAssay)
NPY1 pot ag: NPY-Y1 receptor potentiators or agonists, primary screen, cell-based | NPY-Y1 expressing cells, potentiator/agonist activation | activation, % at 3.6 µM | 220,000 compounds, 0.37% hits | AID 1304, 2008; in the data active means activation above about 33%, passing the limit was not always enough;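 further: cells stimulated with NPY at EC10 then isoproterenol at EC100; 0% = low agonist plus stimulus and 100% = saturating agonist plus stimulus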
NPY Y1 blocker: NPY-Y1 receptor antagonists, primary screen, cell-based; inhibition, % at 3.6 µM; 200,000 compounds, 1% hits; HEK293-CNG Y1 cells, membrane potential fluorescence; NPY at EC95, then isoproterenol; Neuropeptide Y receptor type 1 (Homo sapiens), P25929;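 active means inhibition above the campaign mean inhibition of all tested compounds plus 3 SD, cut at about 20% in these data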;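 further: 0% = DMSO wells given NPY plus isoproterenol and 100% = isoproterenol alone without NPY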
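Test system – HEK293 Y1/CNG channel cell line · Also added – NPY agonist 25 nM, then isoproterenol 1 µM plus Ro 20-1724 25 µM · Compound dosing – one concentration, 3.6 µM, in 0.4% DMSO · Schedule – compound incubation 1 h at room temperature, readout 45 min post-stimulation · Technique – fluorescence, membrane potential probe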
S1P4 antag: S1P4 receptor antagonists, primary screen, cell-based. Sphingosine 1-phosphate receptor 4 (Homo sapiens), O95977. S1P4-expressing cells, antagonist mode, reporter read-out. inhibition, % at 4.98 µM. 220,000 compounds, 0.26% hits. AID 1510, 2009; in the data active means inhibition above about 29%;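 further: 0% = wells stimulated with agonist and 100% = vehicle wells without agonist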
S1P4 agonist: S1P4 receptor agonists, primary screen, cell-based | Sphingosine 1-phosphate receptor 4 (Homo sapiens), O95977 | S1P4-expressing cell line, agonist reporter assay | activation, % at 4.98 µM | 220,000 compounds, 0.35% hits; in the data active means activation above about 11%;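 further: 0% = DMSO vehicle and 100% = reference agonist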
p47phox inh: p47phox/p22phox peptide binding inhibitors, primary screen, biochemical, uHTS, NADPH oxidase regulatory subunit; 220,000 compounds, 0.53% hits; fluorescence polarization, 2 h; inhibition, % at 24.7 µM;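 active means inhibition above about 30%, limit read from the data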;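 further: 0% = p47phox with labelled peptide and 100% = labelled peptide alone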
Target sequence (P14598 whole entry, looked up): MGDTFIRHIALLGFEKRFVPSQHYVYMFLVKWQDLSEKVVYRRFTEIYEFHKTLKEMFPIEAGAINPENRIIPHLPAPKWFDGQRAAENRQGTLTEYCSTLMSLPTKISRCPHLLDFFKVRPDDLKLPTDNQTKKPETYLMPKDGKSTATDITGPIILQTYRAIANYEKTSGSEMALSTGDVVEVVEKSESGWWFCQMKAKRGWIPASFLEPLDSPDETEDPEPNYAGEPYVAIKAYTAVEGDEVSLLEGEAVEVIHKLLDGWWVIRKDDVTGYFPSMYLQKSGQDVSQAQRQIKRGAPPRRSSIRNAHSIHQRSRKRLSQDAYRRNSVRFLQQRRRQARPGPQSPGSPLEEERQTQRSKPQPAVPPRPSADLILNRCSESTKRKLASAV
Ba/F3 V617F tox: reduced viability of JAK2V617F-dependent Ba/F3 cells, primary screen, JAK2V617F inhibitor project, cell-based, Ba/F3 EpoR-JAK2V617F, luminescence; ATP luminescence; inhibition, % at 5.6 µM; 220,000 compounds, 1.1% hits; AID 1446, 2008;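 active means inhibition above the campaign mean plus 3 SD over all tested compounds, cut at about 24% in these data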;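 further: cytokine-independent growth of Ba/F3 cells driven by EpoR plus mutant JAK2; 0% = DMSO-treated cells and 100% = JAK inhibitor I control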
NPY2 pot ag: NPY-Y2 potentiators or agonists, primary screen, cell-based; Neuropeptide Y receptor type 2 (Homo sapiens), P49146; activation, % at 3.6 µM; 220,000 compounds, 0.45% hits; AID 1359, 2008; cells expressing NPY-Y2, potentiator/agonist read-out; in the data active means activation above about 27%;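 further: cells stimulated with NPY near EC25 plus isoproterenol at EC100; 0% = vehicle plus submaximal agonist and 100% = vehicle plus saturating agonist; some results beyond the cut were filed as inactive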
Target sequence (P49146 whole entry, looked up): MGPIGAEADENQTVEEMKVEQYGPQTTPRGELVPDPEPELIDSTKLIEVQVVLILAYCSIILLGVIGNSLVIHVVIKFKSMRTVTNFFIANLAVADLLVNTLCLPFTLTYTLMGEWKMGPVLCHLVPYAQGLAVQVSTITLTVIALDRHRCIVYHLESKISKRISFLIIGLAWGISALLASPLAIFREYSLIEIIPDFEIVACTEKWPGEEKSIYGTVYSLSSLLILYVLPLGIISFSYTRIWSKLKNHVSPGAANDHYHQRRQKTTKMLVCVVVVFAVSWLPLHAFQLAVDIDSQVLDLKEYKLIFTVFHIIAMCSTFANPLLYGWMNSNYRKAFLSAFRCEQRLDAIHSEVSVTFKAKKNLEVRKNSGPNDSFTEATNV
BaF3 parental: parental Ba/F3 cell viability inhibition, counter-screen for JAK2V617F inhibitor project, murine pro-B, CellTiter-Glo luminescence | CellTiter-Glo ATP luminescence | inhibition, % at 5.6 µM | 220,000 compounds, 1.1% hits | AID 1486, 2009;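 active means inhibition above a per-campaign cutoff, the mean inhibition of all tested compounds plus 3 SD, cut at about 27% in these data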;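 further: 0% = DMSO wells and 100% = JAK Inhibitor I control wells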
CHOP inhibitor: inhibitors of CHOP promoter induction, primary screen, cell-based, unfolded protein response, luciferase reporter; CHO-K1 CHOP-promoter luciferase, tunicamycin-induced, 15-18 h; inhibition, % at 10 µM; 220,000 compounds, 3.8% hits; AID 2732, 2010;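 active means compounds that reduced the stress-induced luciferase reporter signal by more than about 70% of percent inhibition, limit read from the data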;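 further: 0% = tunicamycin plus vehicle and 100% = wells without tunicamycin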
Numbers without * were called inactive; nt = no result given.

Each structure is followed by: NPY1 pot ag	NPY Y1 blocker	S1P4 antag	S1P4 agonist	p47phox inh	Ba/F3 V617F tox	NPY2 pot ag	BaF3 parental	CHOP inhibitor
CCN1C(=O)CS/C1=N\S(=O)(=O)c1ccc(C)cc1
 : -17	-1	11	0.3	-5	7	-7	9	1
O=C(O)c1ccccc1S(=O)(=O)NCC(O)COc1ccc(Br)cc1 (stereo not given)
 : -7	8	-18	1.0	-15	-4	-6	0	38
COc1ccc(C(=O)Nc2ccc3nc4n(c(=O)c3c2)CCCC4)cc1[N+](=O)[O-]
 : -3	7	-15	1.4	-7	-3	-8	1	0
O=c1[nH]nc(-c2ccc(F)cc2)cc1Cc1ccccn1
 : 10	nt	2	0.5	-1	-3	1	-1	-4
FC(F)(F)c1cc(-c2ccco2)nc(NCc2ccccc2)n1
 : 4	-2	-6	1.0	-51	-3	5	6	-57
CCNC(=O)CC1C(=O)N(c2ccc(F)cc2)C(=O)N1CCc1sccc1C (stereo not given)
 : -3	-4	-4	0.5	-7	0	6	7	13
CN(Cc1ccccc1)c1nc(N)c([N+](=O)[O-])c(Nc2cccc(F)c2)n1
 : -3	12	-2	1.4	-10	0	5	3	44
COc1ccc(/C=N/n2c(N)nc3ccccc32)cc1OC
 : 13	3	0	1.4	-28	-2	8	3	18
CCSc1nnc(NC(=O)COc2ccccc2)s1
 : 5	4	-8	-1.4	-4	0	-1	4	12
O=[N+]([O-])c1cn(Cc2ccccc2)cn1
 : 3	1	-3	0.6	-11	-1	-6	5	26

(listing goes on)
Each structure is followed by: NPY1 pot ag	NPY Y1 blocker	S1P4 antag	S1P4 agonist	p47phox inh	Ba/F3 V617F tox	NPY2 pot ag	BaF3 parental	CHOP inhibitor
CCOC(=O)N1CCN(C(=O)COc2cccc3c2CCN(Cc2ccc(F)cc2)C3=O)CC1
 : -5	5	3	0.1	-11	4	-13	10	5
O=C(NCc1ccncc1)NC1CCCCC1
 : 1	1	-4	1.0	3	4	21	6	-9
COc1cc(/C=N/NC(=O)C(N)=O)ccc1OCC(=O)N1C(C)CCCC1C (stereo not given)
 : 6	-4	-10	1.5	-6	-3	6	3	-1
COc1cc(/C=N/NC(=O)CCn2nc(C)cc2C)ccc1O
 : 12	nt	5	1.0	-17	-2	12	-2	1
Cn1cnc(C(F)(F)F)c1-c1ccc([N+](=O)[O-])cc1
 : -1	-4	2	-0.1	-1	-1	7	1	42
COc1cc(NC(=O)COC(=O)c2nc3nc(C)cc(C)n3n2)cc(OC)c1
 : 19	4	-7	0.6	-11	-4	1	0	-6
FCCCOc1ccc(-c2nccc(-c3ccc(Br)cc3)n2)cc1
 : -16	2	-12	-0.1	-17	-2	1	-1	56
Cc1nc2ccccc2cc1C(=O)NCc1ccc(F)cc1
 : -11	-3	-7	0.5	-24	-1	-3	3	11
Cc1cc(C)cc(-n2nnnc2SCC(=O)Nc2cccc(NC(=O)c3ccco3)c2)c1
 : 1	-3	-5	-0.8	-3	-1	-13	2	33
O=c1c2ccccc2nc(SCc2ccc([N+](=O)[O-])cc2)n1-c1ccccc1
 : -29	20	-50	-1.0	-15	-2	-28	4	20

(continued)
Each structure is followed by: NPY1 pot ag	NPY Y1 blocker	S1P4 antag	S1P4 agonist	p47phox inh	Ba/F3 V617F tox	NPY2 pot ag	BaF3 parental	CHOP inhibitor
O=C(CSCc1cccc(Br)c1)N/N=C/c1ccc2c(c1)OCO2
 : -12	4	3	1.2	-2	1	-10	0	42
Cc1ccccc1OCC(=O)Nc1ccc2c(c1)OCCO2
 : -2	nt	4	-0.6	-16	-2	-7	-2	2
COC(=O)Cc1ccc(N(Cc2ccccc2F)S(=O)(=O)c2ccc(Br)cc2)cc1
 : -53	18	7	1.5	-2	-1	-23	6	-28
Nc1ccc(N=Nc2ccccc2)c2ccccc12
 : 50*	nt	20	-1.0	-18	1	56*	0	-5
COc1cccc(-c2nnc(SCc3cccnc3)o2)c1
 : 1	0	-4	-0.3	-11	-2	10	0	10
COC(=O)c1sccc1NC(=O)C12CC3CC(CC(C3)C1)C2
 : 11	4	2	1.6	nt	-2	-3	2	nt
C#Cc1ccc([C@@H]2C=C(C(=O)N3CCN(Cc4ccc5c(c4)OCO5)CC3)O[C@H](OCCCCO)C2)cc1
 : 12	-2	5	0.0	-9	-3	-9	-4	32
COCCCNc1nc2ccccc2[nH]c1=O
 : 3	-4	-4	0.3	-11	-1	1	12	6
Cc1cc(NC(=O)c2cccs2)ccc1NC(=O)Cc1ccccc1
 : -3	1	-8	-1.4	0	-1	15	6	-1
Cc1ccc(C(=O)N2CCCC2)cc1Br
 : 2	1	6	0.0	92*	-2	3	3	4

Additional results follow:
Each structure is followed by: NPY1 pot ag	NPY Y1 blocker	S1P4 antag	S1P4 agonist	p47phox inh	Ba/F3 V617F tox	NPY2 pot ag	BaF3 parental	CHOP inhibitor
O=C(CSc1nc2ncccc2[nH]1)Nc1ccc2c(c1)OCCO2
 : -24	-4	-1	-2.2	-2	-2	-5	-1	-4
CC(C)(C)C(=O)/C=C(N)/C=C/c1ccccc1
 : 3	0	-20	-2.2	-16	-1	-3	0	53
O=C(NCC(=O)N(CCN1CCOCC1)C(C(=O)NC1CCCC1)c1cccs1)c1ccco1 (stereo not given)
 : 6	-1	-5	0.7	-2	-1	14	3	19
CC(C)Oc1cccc(C(=O)NC2=NCCS2)c1
 : 3	-2	10	-2.5	6	-5	-3	1	-23
CN(C)CCCNc1ncc(C(F)(F)F)cc1Cl
 : -1	-2	-7	-1.0	0	-3	8	0	3
CC(SC(=S)N(C)Cc1cccs1)C(=O)O (stereo not given)
 : -9	9	-24	1.9	-22	-1	5	6	-9
CCNC(=S)NNC(=O)c1csc(CC)c1
 : -9	-3	-3	2.1	-6	-3	-4	-1	-3
CC1CCN(c2c(NCC3CCC(C(=O)NCCC4=CCCCC4)CC3)c(=O)c2=O)CC1 (stereo not given)
 : -13	nt	-21	1.7	5	5	8	3	0
Fc1ccc(CNCc2ccc(Br)cc2)cc1
 : -3	5	1	-0.4	-5	-4	-15	6	27
O=C(CCN1C(=O)c2ccccc2C1=O)N1CCN(c2ccccn2)CC1
 : -8	1	0	-2.3	-8	2	1	6	64

Further results
Each structure is followed by: NPY1 pot ag	NPY Y1 blocker	S1P4 antag	S1P4 agonist	p47phox inh	Ba/F3 V617F tox	NPY2 pot ag	BaF3 parental	CHOP inhibitor
CNS(=O)(=O)c1ccc(N2CCCC2)c([N+](=O)[O-])c1
 : -2	-1	-9	-0.4	-5	-2	-11	5	0
CCOc1ccc(NS(=O)(=O)c2ccc(NS(=O)(=O)c3ccc(SC)cc3)cc2)cc1
 : 13	-1	8	-0.7	-26	0	13	1	95*
CN1C(=O)NC(c2ccccc2)C2=C1CN(CCc1ccccc1)C2=O (stereo not given)
 : 10	1	-31	0.2	-8	-3	-5	5	11
C=CCOc1ccc(C2=NO[C@@H]3[C@@H]4C[C@@H]([C@H]5C(=O)N(C)C(=O)[C@@H]45)[C@H]23)cc1
 : 2	nt	-3	2.2	-15	-6	9	-4	9
O=C(O)c1nccnc1C(=O)NCc1csc2ccc(Cl)cc12
 : 7	nt	-2	1.3	-8	-3	-10	4	5
CCOC(=O)CNC(=O)CCNS(=O)(=O)c1ccc2c(c1)c(=O)n(C)c(=O)n2C
 : -20	8	-4	2.7	-9	1	-4	1	0
CC(C)c1cc(CN2CCN(CCC#N)CC2)cc(C(C)C)c1O
 : -13	3	-6	0.5	-14	0	3	3	14
CC(C)(C)OC(=O)N1CCC(c2cc(-c3cccs3)n[nH]2)CC1
 : 0	-1	-4	0.0	-5	-1	0	7	-18
C1=C(C(c2nnnn2C2CCCCC2)N2CCCCC2)COc2ccccc21 (stereo not given)
 : 4	2	-14	0.9	-9	-2	1	5	15
COc1ccc(NC(=O)/C=N/O)cc1
 : 23	-6	-1	0.8	-11	-1	8	5	0

(more compounds)
Each structure is followed by: NPY1 pot ag	NPY Y1 blocker	S1P4 antag	S1P4 agonist	p47phox inh	Ba/F3 V617F tox	NPY2 pot ag	BaF3 parental	CHOP inhibitor
COc1ccc(C(c2c(C)[nH]n(C(N)=S)c2=O)C(C#N)C#N)cc1 (stereo not given)
 : 4	1	-10	-1.9	-7	-2	7	2	-59
COc1ccc(N2CCN(C(=O)CN(c3cccc(Br)c3)S(C)(=O)=O)CC2)cc1
 : 6	-2	9	-0.9	-6	-2	11	-1	-21
CN(C)C=C1C(=O)c2ccccc2C1=O
 : -26	-5	-19	5.8	-4	-2	6	1	22
Cc1ccc(Oc2nc3ccccn3c(=O)c2/C=C(\C#N)C(=O)Nc2c(C)n(C)n(-c3ccccc3)c2=O)c(C)c1
 : -3	-2	-2	2.9	-4	-1	16	2	-7
Nc1c(C(=O)NCc2ccco2)nnn1CC(=O)Nc1ccccc1
 : 19	3	10	-3.0	-11	-4	4	1	-12
Cc1ccc(/C=C/c2nnc(-c3cccs3)o2)cc1
 : -39	15	-10	1.0	-1	5	-32	1	54
O=C(/C=C/c1ccco1)Nc1ccccc1C(=O)Nc1cccc(C(=O)O)c1
 : 48*	nt	-5	0.8	-4	-1	43*	-1	9
Cc1nonc1C1CCCN1C(=O)c1cc(COc2ccc(F)cc2F)on1 (stereo not given)
 : 6	3	-8	-1.1	-5	-4	0	1	-4
COc1ccccc1NC(=O)Cc1noc(CSc2nnc(C(F)(F)F)n2C)n1
 : 4	0	7	-1.2	-5	3	1	4	-9
CCc1cccc(C)c1NC(=O)COC(=O)Cc1ccsc1
 : -2	5	-21	1.5	-9	-3	6	-1	-6

New compounds follow.
Each structure is followed by: NPY1 pot ag	NPY Y1 blocker	S1P4 antag	S1P4 agonist	p47phox inh	Ba/F3 V617F tox	NPY2 pot ag	BaF3 parental	CHOP inhibitor
O=C(CSc1nnnn1C1CCCCC1)NCc1cccc(C(=O)O)c1
 : -13	0	-3	0.0	-11	-2	-8	-2	-8
CC1(C)Cc2cccc(OCC(=O)Nc3cccnc3Cl)c2O1
 : 17	5	-6	1.0	-7	0	12	6	34
CN(CCc1cnn(C)c1)Cc1cn(C)nc1-c1ccc2c(c1)OCCO2
 : 0	11	-24	0.8	-27	-3	3	4	-6
CCCCNC(=O)CSc1nc2cc(OC)c(OC)cc2c(=O)n1Cc1ccc(OC)cc1
 : 7	2	-19	0.9	4	1	4	9	18

Compounds as they come. Share with any hit: about 7.1%.
